CBFb-RUNX1 inh – qHTS Assay for Compounds Blocking the Interaction Between CBF-beta and RUNX1 for the Treatment of Acute Myeloid Leukemia | Potency, µM (series often up to 59.8 µM), for inactives: top-dose activity, negative = inhibition, most hits filed as inhibitors | Runt-related transcription factor 1 (Homo sapiens) + Core-binding factor subunit beta … | 230,000 tested, under 10 active | AlphaScreen CBFb-His/RUNX1-biotin binding, biochemical; also: % of control where 0% means no effect
Target sequence (Q01196 whole entry, looked up): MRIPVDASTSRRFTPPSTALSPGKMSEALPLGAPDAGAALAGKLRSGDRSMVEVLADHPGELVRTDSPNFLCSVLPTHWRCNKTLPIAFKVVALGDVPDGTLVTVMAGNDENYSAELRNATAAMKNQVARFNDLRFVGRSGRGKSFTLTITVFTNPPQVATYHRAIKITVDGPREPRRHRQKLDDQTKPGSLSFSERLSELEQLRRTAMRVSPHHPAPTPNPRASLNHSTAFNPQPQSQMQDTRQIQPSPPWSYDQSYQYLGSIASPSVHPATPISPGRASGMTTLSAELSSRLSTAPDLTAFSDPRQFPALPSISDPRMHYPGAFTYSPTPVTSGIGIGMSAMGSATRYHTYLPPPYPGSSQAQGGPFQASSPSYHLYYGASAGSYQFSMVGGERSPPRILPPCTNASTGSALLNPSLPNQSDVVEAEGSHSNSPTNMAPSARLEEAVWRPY
Target sequence (Q13951 whole entry, looked up): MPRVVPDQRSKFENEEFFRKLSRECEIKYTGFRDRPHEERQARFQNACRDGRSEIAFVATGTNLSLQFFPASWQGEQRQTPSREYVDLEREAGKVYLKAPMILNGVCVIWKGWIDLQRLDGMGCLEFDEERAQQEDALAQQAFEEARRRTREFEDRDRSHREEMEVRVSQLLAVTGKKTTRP
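AlphaScreen proximity signal reports loss of binding between His-tagged CBF-beta and biotin-labelled RUNX1, each at 30 nM. Proteins are pre-associated for 20 minutes, compounds added for 15 minutes, then beads for 90 minutes, all at ambient temperature.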
HTT aggregate – qHTS Multiplex Assay to Identify Dual Action Probes in a Cell Model of Huntington: Aggregate Formation (GFP). PC12 HttQ103-GFP aggregates, Acumen cytometry, 40 h. Potency, µM (highest dose often 46.1 µM), for inactives: top-dose activity change, negative = inhibition, usual class: inhibitors. 220,000 tested, 1.1% active; also: potency is read from the fitted curve at half-maximal effect; % is scaled to controls: 0 for no effect and ±100 for the full control effect; nearly all actives have a fitted effect of over 60% in size
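Huntingtin Q103 exon 1–GFP aggregates in induced PC12 cells (100 nM tebufenozide) were quantified by cytometry from lysates, with compounds dosed in titration.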
HTT ATP protect – qHTS Multiplex Assay to Identify Dual Action Probes in a Cell Model of Huntington: Cytoprotection (ATP) | AID 1471, 2008 | Potency, µM (top dose mostly 56.4 µM), for the others: cytoprotection (ATP increase), most hits filed as activators | 230,000 tested, 0.14% active | PC12 HTT-Q103 induced, cytoprotection, ATP luminescence, 40 h;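 also: potency is read from the fitted curve at half-maximal effect; % of control where 0% means no effect; nearly all actives have a fitted effect of over 45% in size; toxic huntingtin expression switched on by the ecdysone agonist tebufenozide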
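Rat PC12, Q103 Htt exon1-GFP fusion, ecdysone promoter; tebufenozide inducer 100 nM final; compound titration; qHTS, 1500 cells/well; ATPlite luminescent read.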
IMPase Li cell – qHTS Assay for Identifying the Cell-Membrane Permeable IMPase Inhibitors: Potentiation with Lithium; CHO-M1 cells, IP1 TR-FRET (IP-One), carbachol + lithium; Potency, µM (titrated, usually from 59.4 µM), for the others: at the highest dose activity, negative = IMPase inhibition, actives largely listed as inhibitors; 210,000 tested, 0.35% active;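 also: IP1 builds up when IMPase is blocked and the TR-FRET signal falls; potency is read from the fitted curve at half-maximal effect; plate controls were basal vehicle for no effect and high inhibitor control for full effect; nearly all actives have a fitted effect of over 50% in size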
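Lithium-sensitised IP1 accumulation assay; M1-expressing CHO cells treated 30 min at 37C with compound. Competitive antibody detection by time-resolved FRET followed a 10 min room-temperature lysis step.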
SMN2 splice up – qHTS Assay for Enhancers of SMN2 Splice Variant Expression. AID 1458, 2008. 210,000 tested, 2.8% active. Potency, µM (titrated, usually from 46.1 µM), inactives show at the highest dose activity change, positive = activation, most hits filed as activators. HEK293 SMN2-luciferase splicing reporter, luminescence, 30-36 h; also: potency is read from the fitted curve at half-maximal effect; % of control where 0% means no effect; nearly all actives have a fitted effect of over 55% in size
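qHTS luciferase splicing reporter: luminescence rises when SMN2 exon 7 is included in transfected HEK293 cells. Compound exposure lasted 30-36 h at 37C, with 4.5 mM final sodium butyrate as control, followed by a ONE-Glo read.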
LMNA splice mod – qHTS Assay for Modulators of Lamin A Splicing; HeLa LMNA splicing GFP/RFP minigene ratio, 48 h; Potency, µM (titrated, usually from 46.1 µM), without a hit: at the top dose ratio change, negative = inhibition, hits mostly inhibitors; 200,000 tested, 0.01% active; active = well fitted inhibition curve with a large enough effect in the signal ratio, with a control signal flat, not every such curve was filed as active; inconclusive = small, poorly fitted or top-dose-only effect, or effect the other way, or a change in a side signal; the % refers to the signal ratio; also: potency is read from the fitted curve at half-maximal effect; % is scaled to controls: 0 for no effect and ±100 for the full control effect
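S3 HeLa stable clones carrying a lamin A-EGFP splicing minigene plus DsRed2 were seeded at 600 cells/well in Opti-MEM with 2% FBS, pin-dosed and incubated 48 h at 37°C. Acumen cytometry (488 nm) gave the GFP/RFP total-intensity ratio.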
KinaseGlo FLuc – Counterscreen for Luciferase (Kinase-Glo TM) Inhibition; Luciferin 4-monooxygenase (Photuris pensylvanica), Q27757; 200,000 tested, 0.28% active; Potency, µM (titrated, usually from 38.3 µM), for the others: at the highest dose activity change, negative = inhibition, hits mostly inhibitors; Kinase-Glo luciferase, ATP luminescence, 8 min; also: potency is read from the fitted curve at half-maximal effect; % is scaled to controls: 0 for no effect and ±100 for the full control effect; nearly all actives have a fitted effect of over 60% in size
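Luminescence was the read-out, taken after 8-minute incubation at ambient temperature. Luciferase turned over luciferin with 10 uM ATP in imidazole pH 7.2 buffer containing KCl, MgCl2, Tween 20 and BSA.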
* = called active by the depositor; ? = inconclusive; / = no result given; & = joins results of further samples; [ ] = remark or other dose. Unless noted, calls follow the shape of the dose curve; as a rule, active = well fitted curve in the direction sought with a large enough effect; inconclusive = small, poorly fitted or top-dose-only effect, or another doubt; inactive = no such curve, though single readings can be large; an effect the other way counts as inactive or inconclusive.

SMILES | CBFb-RUNX1 inh | HTT aggregate | HTT ATP protect | IMPase Li cell | SMN2 splice up | LMNA splice mod | KinaseGlo FLuc
CCOC(=O)c1cnc(SC)nc1Nc1cccc2ccccc12 | 4% | -25% | 15%[10 µM] | 11% | -41%[inhibitor] | 6% | -2%
CCOC(=O)C1=C(c2ccccc2)NC(=S)NC1c1ccc(Cl)cc1 (configuration not stated) | -7% | 17%[9.22 µM] | 13%[10 µM] | / | / | / | /
Cc1ccc(C(C(=O)NC2CCCCC2)N(Cc2ccccc2)C(=O)Cc2c[nH]c3ccccc23)o1 (configuration not stated) | -18% | 20µM* | 17%[10 µM] | 10% | -20% | ? | -2%
Clc1ccc(NCn2cncn2)nc1 | -1% | 12% | -2% | -18%[38.3 µM] | ? | -1% | -5%
CC(NCc1ccncc1)C12CC3CC(CC(C3)C1)C2 (configuration not stated) | 2% | / | / | 21% | -1% | / | 1%
CCOc1ccc(OCc2ccc(C(=O)NCc3ccncc3)o2)cc1 | -1% | -12% | 21% | 8%[38.3 µM] | 16% | ? | 3%
Cn1c(NC(=O)c2ccc(S(=O)(=O)N3CCCCC3)cc2)cc(=O)n(C)c1=O | -1% | ? | 18%[10 µM] | 8% | -8% | ? | 1%
O=C(c1cnccn1)N1CCC2(CC1)CN(Cc1cc(C(F)(F)F)cc(C(F)(F)F)c1)C2 | / | / | 8% | 17% | -5% | / | -3%
O=C(Cc1ccc(Cl)cc1)Nc1ccc(Br)cc1 | 13% | -20% | -22% | -1% | -35%[inhibitor] | / | 1%
Cc1ccc(S(=O)(=O)NCC(=O)N2CCN(c3ccccn3)CC2)cc1 | 1% | -13% | -5%[10 µM] | -11%[38.3 µM] | -5% | 14% | -4%
O=c1c(Cc2c(F)cccc2Cl)c(O)ccn1C1CCCCCC1 | 6% | 15% | -18% | 12% | 7% | / | 2%
COC(=O)c1ccc(C(=O)OC)c(NC2=NS(=O)(=O)c3ccccc32)c1 | 10% | -2% | 0% | 20%[38.3 µM] | -6% | 6% | 1%
O=C(O)c1cccc(S(=O)(=O)N2CCN(C(c3ccccc3)c3ccccc3)CC2)c1 | 3% | 8% | / | 6% | 21% | / | 2%
COc1ccc(CCNC(=O)COc2nncc3ccccc23)cc1 | 6% | -2% | -27% | 1% | -15% | 1%[46 µM] | -3%
CCN(CC)C(=S)Nc1c(C)n(C)n(-c2ccccc2)c1=O | -29% | 19% | -11% | -11% | 1% | 11%[9.22 µM] | 0%
CC1=C/C(=N\NC(=S)NCc2ccccc2)CC1 | 16% | 1%[9.22 µM] | -30% | 2% | ? | / | 0%
CC(=O)c1cccc(NC(=O)c2c(F)c(F)c(F)c(F)c2F)c1 | -7% | -7% | 16%[10 µM] | -4%[38.3 µM] | -40%[inhibitor] | 9% | 11%
CCC(C)(C)NC(=O)C(c1cccn1C)N(Cc1ccc(OC)cc1)C(=O)Cn1nnc2ccccc21 (configuration not stated) | -13% | -18% | -16%[10 µM] | 5% | 14% | -2% | -1%
O=S(=O)(c1cccc(C(F)(F)F)c1)N1CCN(C(=S)NCc2ccco2)CC1 | -2% | ? | ? | -1% | -6% | -11% | -5%
COc1ccc(S(=O)(=O)NCC(=O)N(CC(=O)NC(C)(C)C)Cc2cccs2)cc1 | 8% | -5%[9.22 µM] | -5%[10 µM] | 4% | / | / | -3%
CCOc1ccc(CN(C)CC(=O)c2c(N)n(Cc3ccccc3)c(=O)n(CC)c2=O)cc1OC | -2% | -2% | -9% | -9%[38.3 µM] | 12% | 3% | -3%
CC(Nc1cccc(F)c1)C(=O)Nc1ccc(S(N)(=O)=O)cc1 (configuration not stated) | 0% | 7% | -3%[10 µM] | -3% | 8% | -17%[46 µM] | 0%
CCc1ccc(/C=N/NC(=O)c2ccccn2)cc1 | -1% | 7%[9.22 µM] | -59%[inhibitor][10 µM] | / | / | / | /
O=C(N/N=C/c1c(O)n(Cc2ccccc2)c(=O)c2ccccc12)c1cccnc1 | -21% | ? | -134%[inhibitor] | 3% | -49%[inhibitor] | ? | 3%
CCN(CC)S(=O)(=O)c1ccc(-c2nnc(SC)o2)cc1 | -5% | -11% | -23% | -13%[38.3 µM] | 1% | -1% | -1%

More structures.
SMILES | CBFb-RUNX1 inh | HTT aggregate | HTT ATP protect | IMPase Li cell | SMN2 splice up | LMNA splice mod | KinaseGlo FLuc
CCN(CC)C(=O)c1cccc(C)c1 | -2%[21.7 µM] | -5% | ? | 4%&0% | -1%&-6% | 0% | -3%
Cc1ccc(NC(=O)c2sccc2-n2cccc2)c(C)c1 | -3% | 0% | 3% | 15%[38.3 µM] | -14% | 4% | 21%
Cc1cnc(NC(=O)CSc2nnc(C)n2N)s1 | 4% | -15% | / | -1% | 11% | -4% | -4%
Clc1ccc(-c2cc(CSc3ccccc3)on2)cc1 | 0% | -1% | -4% | 24%[38.3 µM] | 13µM* | 8% | -3%
CC(C)(C)[C@H]1C=C(C(=O)Nc2ccccc2)O[C@@H](OCc2ccc(CO)cc2)C1 | 6% | -3%[9.22 µM] | 14%[10 µM] | 10% | / | / | /
O=C(c1cccc(F)c1)N1CCN=C1SCc1cccnc1 | 1% | -5% | -1% | 1%[38.3 µM] | 2% | -9% | -2%
Cc1ccc2cc(CCNS(=O)(=O)c3ccc(F)cc3)c(=O)[nH]c2c1 | 9% | -18% | 8%[10 µM] | 7%[38.3 µM] | -18% | -16% | 1%
C/C(=C\C(=O)c1ccc(Cl)s1)N(C)C | 6% | 13% | -5%[10 µM] | 2% | 16% | -4%[46 µM] | -3%
CCN(CC)c1ccc(S(=O)(=O)N2CCOCC2)cc1NC(=O)CN1CCc2ccccc2C1 | -1% | 23%[9.22 µM] | -30% | 18% | -70%[inhibitor] | / | 0%
CCSc1nnc(NC(=O)c2csc(C)c2)s1 | 3% | -5% | -13% | -14%[38.3 µM] | 14µM* | 1% | 2%
O=C(Nc1ccc(N2CCOCC2)cc1)C1CC(=O)N(c2ccc(F)cc2)C1 (configuration not stated) | -1% | -13%[9.22 µM] | 12%[10 µM] | 6% | / | / | 0%
CCC1(C)Cc2[nH]c(=O)c(C#N)cc2CO1 (configuration not stated) | 6% | -10% | -29% | -15% | / | / | /
CCOC(=O)c1sc(NC(=O)CC)c(C#N)c1C | 5% | 10% | -10% | 2% | 0% | / | 8%
Cc1onc(-c2ccccc2)c1C(=O)N/N=C/c1c[nH]c2ccccc12 | -5% | -1%[9.22 µM] | 0%[10 µM] | 11% | / | / | -2%
Cc1ccc(O)c(NC(=O)c2noc(C(C)C)c2[N+](=O)[O-])c1 | -6% | ? | -16% | -3% | 29% | / | -1%
CCOC(=O)CSc1ccc(-c2nc3ccccc3[nH]2)cn1 | 6% | -2% | 0% | 6%[38.3 µM] | / | 4% | -9%
CCN(CC)C(=O)N1CCC(NC(=O)c2ccc(C(C)(C)C)cc2)CC1 | 4% | -24% | 4%[10 µM] | 3%[38.3 µM] | 5% | ? | 0%
O=C(COC(=O)c1cccc(S(=O)(=O)N2CCc3ccccc3C2)c1)NCc1ccco1 | -29% | -16% | 5% | 22%[38.3 µM] | 19% | -5% | 3%
Cc1ccc(NC(=O)/C(=C\c2ccc3c(c2)OCO3)NC(=O)c2ccco2)cc1 | 0% | -12% | -19% | -10%[38.3 µM] | 13% | 4% | -6%
CSc1ccccc1NC(=O)N1CCCC(C(=O)c2ccc3c(c2)OCO3)C1 (configuration not stated) | 3% | -17%[9.22 µM] | -2%[10 µM] | 10% | / | 0%[46 µM] | -1%
CC1(C)CC2C1CC[C@]1(C)CCC3C(C(=O)O)CC(=O)O[C@]32C1 (some centres not stated) | / | / | / | 2% | -28% | ? | 3%
O=C(CSc1nnc2ccccn12)NNC(=O)c1ccc(Cl)cc1 | 1% | -12% | 12% | -3% | -7% | -2%[46 µM] | 0%
O=c1c2cnn(-c3ccccc3)c2ncn1Cc1ccccn1 | 0% | -7% | -7% | -3%[38.3 µM] | -15% | ? | 0%
O=C(c1cccc([N+](=O)[O-])c1)N1CCN(c2n[nH]c(=O)[nH]c2=O)CC1 | 17% | -35%[9.22 µM] | -4%[10 µM] | / | / | / | /
CCN(CC)C(=O)Cn1nnc(-c2ccc(C)o2)n1 | 4% | -18% | -26%[10 µM] | -1%[38.3 µM] | 10% | 6% | -2%

Next section
SMILES | CBFb-RUNX1 inh | HTT aggregate | HTT ATP protect | IMPase Li cell | SMN2 splice up | LMNA splice mod | KinaseGlo FLuc
CCOc1ccc(-c2nnc(Nc3ccc(OC)c(C(=O)N4CCCCC4)c3)c3ccccc23)cc1 | -14% | ? | 1%[1.9 µM] | 15% | -26% | -18% | 0%
O=c1[nH]c2ccc(Br)cc2c(-c2ccccc2)c1N1CCOCC1 | 7% | 14% | -21%[10 µM] | 37%[38.3 µM] | 11% | -5% | -2%
COC(=O)c1sc(NC(=O)c2cc3c(s2)CCCC3)nc1C | 3% | -8% | 3%[0.074 µM] | 26%[38.3 µM] | 4.5µM* | 20% | -4%
CCSc1nnc(NC(=O)C2CC2c2ccccc2)s1 (configuration not stated) | -3% | ? | ? | -1% | -3% | 6% | 2%
COc1nc(NCCC2=CCCCC2)nc(OC)n1 | 4% | 10% | 3% | 12%[38.3 µM] | 9% | ? | -3%
CCc1cc2c(=O)n(Cc3ccccc3)c(SC3CCOC3=O)nc2s1 (configuration not stated) | 1% | 2% | -7% | 13% | / | / | /
O=C(O)C1CCCCC1C(=O)N1CCCC1 (configuration not stated) | 4% | -3%[9.22 µM] | -12%[10 µM] | 7% | / | -8%[46 µM] | -4%

Screening results from PubChem BioAssay.
